# Compound activity: PubChem BioAssay, Sanford-Burnham Center for Chemical Genomics
# tim10-1 inh: growth inhibitors of tim10-1 mutant yeast, primary screen, luminescence, uHTS | actives 2.2% (n = 330,000) | inhibition, % at 20 µM | S. cerevisiae tim10-1 ts strain growth, BacTiter-Glo, 24 h;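 active = inhibition of at least 40%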;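 also: mutant grown at 25 °C; 0% = DMSO wells with yeast and 100% = wells holding no yeast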
# hIAP block: human IAP inhibitors, primary screen, biochemical, luminescence, uHTS | Intestinal-type alkaline phosphatase (Homo sapiens), P09923 | purified IAP, CDP-Star luminescence, 30 min | AID 2544, 2010 | inhibition, % at 10 µM | actives 0.12% (n = 330,000);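 active = inhibition reaching a set limit with compound at 10 µM in the primary screen, cut at about 35% in these data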;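 also: plate controls were DMSO wells with enzyme for no effect and no-enzyme buffer wells for full effect; values of inactives mirror those of a sister screen read the other way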
# Target sequence (P09923 whole entry, looked up): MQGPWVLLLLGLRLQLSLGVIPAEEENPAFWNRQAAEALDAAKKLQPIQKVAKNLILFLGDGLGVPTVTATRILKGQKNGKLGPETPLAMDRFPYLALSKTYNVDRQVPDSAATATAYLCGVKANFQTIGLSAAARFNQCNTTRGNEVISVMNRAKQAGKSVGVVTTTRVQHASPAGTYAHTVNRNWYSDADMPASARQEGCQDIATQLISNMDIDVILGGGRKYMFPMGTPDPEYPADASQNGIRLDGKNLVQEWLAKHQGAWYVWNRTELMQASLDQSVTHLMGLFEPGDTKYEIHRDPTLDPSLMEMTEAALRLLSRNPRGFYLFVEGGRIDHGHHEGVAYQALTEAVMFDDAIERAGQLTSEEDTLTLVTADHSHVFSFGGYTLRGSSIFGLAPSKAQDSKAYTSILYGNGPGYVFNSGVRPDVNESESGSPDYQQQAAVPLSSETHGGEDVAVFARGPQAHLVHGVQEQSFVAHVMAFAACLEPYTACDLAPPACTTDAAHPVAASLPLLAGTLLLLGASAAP
# mIAP block: inhibitors of mouse IAP, primary screen, biochemical, luminescence, uHTS; intestinal alkaline phosphatase [Mus musculus]; purified mouse IAP, CDP-Star luminescence, 30 min; inhibition, % at 10 µM; actives 0.2% (n = 330,000); AID 2806, 2010;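 active = inhibition of at least 40% at 10 µM in the primary screen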;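 also: plate controls were DMSO with enzyme for no effect and no enzyme wells for full effect; values of inactives mirror those of a sister screen read the other way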
# mIAP act: activators of mouse IAP, primary screen, biochemical, luminescence, uHTS; intestinal alkaline phosphatase [Mus musculus]; muIAP, CDP-Star luminescence, 30 min; stronger effect = higher value; 1 = vehicle-only enzyme signal, 0 = enzyme-free wells; activation factor at 10 µM; actives 0.24% (n = 330,000); AID 2805, 2010;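 active = activation factor of at least 2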; also: the source names both 10 and 20 µM as test concentration; values of inactives mirror those of a sister screen read the other way
#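 Assay system: mouse IAP enzyme; Reagent: CDP-Star chemiluminescent phosphatase substrate; Compound: DMSO-dissolved test compounds; Incubation: 30 min, room temperature; Technique: luminescence from enzymatic CDP-Star hydrolysis; Controls: DMSO-only wells and no-enzyme negative control.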
# NLRP3 yeast inh: NALP3 inflammasome inhibitors in reconstituted yeast, primary screen, luminescence, uHTS | Yeast reconstituted NLRP3/ASC/caspase-1, beta-gal luminescence, 24 h | inhibition, % at 10 µM | actives 0.39% (n = 330,000);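 active = inhibition of 50% or more; inactive = inhibition below 50%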;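 also: plate controls were induced DMSO wells for no effect and uninduced yeast grown without galactose for full effect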
# A3G deaminase: APOBEC3G DNA deaminase inhibitors, primary screen, biochemical, fluorescence, single-stranded DNA substrate, uHTS; inhibition, % at 20 µM; recombinant A3G, ssDNA deamination FAM/TAMRA fluorescence; DNA dC->dU-editing enzyme APOBEC-3G (Homo sapiens), Q9HC16; actives 0.28% (n = 330,000);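 active = inhibition of at least 40% at 20 µM, with no more than 30% in the related APOBEC3A deaminase screen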;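 also: plate controls were DMSO wells with A3G for no effect and wells lacking A3G enzyme for full effect; some compounds called inactive have numbers as strong as hits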
# A3A deaminase: APOBEC3A ssDNA deaminase inhibitors, primary screen, selectivity assay for APOBEC3G inhibitor project, biochemical, FAM/TAMRA oligo cleavage fluorescence; DNA dC->dU-editing enzyme APOBEC-3A (Homo sapiens), P31941; recombinant A3A, FAM/TAMRA ssDNA deamination fluorescence; inhibition, % at 20 µM; actives 0.41% (n = 330,000);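 active = at least 40% inhibition at 20 µM here, with at most 30% in a related deaminase screen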;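 also: plate controls were A3A with DMSO for no effect and wells lacking A3A enzyme for full effect; some results filed as inactive read as strong as hits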
# Target sequence (P31941 whole entry, looked up): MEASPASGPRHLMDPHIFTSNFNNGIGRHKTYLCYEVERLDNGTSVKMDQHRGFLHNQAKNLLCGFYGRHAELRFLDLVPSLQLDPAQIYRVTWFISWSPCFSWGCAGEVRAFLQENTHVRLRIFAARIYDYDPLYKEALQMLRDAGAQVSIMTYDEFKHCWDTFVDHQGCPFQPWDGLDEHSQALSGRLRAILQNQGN
# MIN6 prolif: inducers of MIN6 beta-cell proliferation, primary screen, ATP luminescence, uHTS. MIN6 cells proliferation, ATPlite luminescence, 48 h; cells starved in 0.2% serum; 100% = growth in 10% serum. proliferation, % at 10 µM. actives 0.29% (n = 330,000);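 active = compounds whose signal lies at least 3.5 SD above the mean of all wells on their plate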;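 also: 0% = DMSO-treated cells in low-serum medium and 100% = 10% serum control; some compounds called inactive have numbers as strong as hits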
# TIM10 inh: growth inhibitors of isogenic TIM10 control yeast, primary screen, counter-screen for tim10-1 yeast inhibitor project, luminescence, uHTS | S. cerevisiae TIM10 strain growth, BacTiter-Glo luminescence, 24 h | inhibition, % at 10 µM | actives 1.4% (n = 330,000);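 active = inhibition of 40% or more at the single tested concentration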;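 also: wild-type TIM10 isogenic control strain grown at permissive 25 °C; 0% = DMSO yeast wells and 100% = minimal medium wells without yeast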
# Numbers without * were called inactive.
SMILES,tim10-1 inh,hIAP block,mIAP block,mIAP act,NLRP3 yeast inh,A3G deaminase,A3A deaminase,MIN6 prolif,TIM10 inh
CN(C)C(=O)CS(=O)(=O)c1ccc(Cl)cc1,-2,-6,4,0.95,17,-9,-3,-2,12
COc1ccc(C(=O)CC(=O)C(=O)Nc2cc([N+](=O)[O-])ccc2OC)cc1,-5,6,4,0.96,5,-7,-3,1,8
O=C(COc1ccccc1[N+](=O)[O-])NCC1(N2CCOCC2)CCCCC1,10,-4,4,0.96,4,-4,-2,0,13
CC12c3ccccc3C(c3ccccc31)C1C(=O)N(c3cccnc3)C(=O)C12 (stereo not drawn),17,-4,4,0.96,11,1,1,-2,15
COc1ccc(-c2nc(CNS(=O)(=O)c3cc(OC)ccc3OC)cs2)cc1,24,15,-4,1,13,3,6,1,2
Cc1sc2ncnc(N3CCC(C(=O)Nc4nc(-c5ccc(F)cc5)cs4)CC3)c2c1C,-12,4,-9,1.1,31,-8,9,-6,1
CCCN(CC(=O)Nc1ccccc1C)C(=O)CCN1C(=O)c2cccc([N+](=O)[O-])c2C1=O,-1,-12,2,0.98,8,-3,-2,2,5
CN(C)c1ccc(Sc2nnc(NC(=O)Nc3ccc(Cl)cc3Cl)s2)cc1,-5,-4,7,0.93,-19,-7,-3,-5,4
CC(C(=O)Nc1ccc(F)c(F)c1F)N1CCCCCC1 (stereo not drawn),0,0,-6,1.1,6,2,3,0,-13
O=C(N/N=C(\Cc1ncc[nH]1)c1ccccc1)c1ccncc1,6,-20,11,0.89,8,-12,2,-5,-10
Cc1ccc(SCC(=O)O/N=C(\N)c2cccnc2)cc1,-7,2,-6,1.1,22,-10,0,6,7
COc1ccccc1NS(=O)(=O)c1cccc(C(=O)N/N=C(\C)c2ccc3c(c2)OCCO3)c1,8,-12,0,1,0,-2,1,1,23
Cc1ccc(C)c(OCCCCN2CCCCC2)c1,-51,18,-1,1,24,-6,-4,1,-62
Cc1ccc(C)c(S(=O)(=O)Nc2nc3ccc(S(N)(=O)=O)cc3s2)c1,-3,0,16,0.84,6,-7,1,-2,5
COc1ccc(CCC(=O)N2CCc3ccccc32)cc1,28,-12,-12,1.1,34,-3,-4,-2,2

# Continued, starting with the last 2 of the part before.
SMILES,tim10-1 inh,hIAP block,mIAP block,mIAP act,NLRP3 yeast inh,A3G deaminase,A3A deaminase,MIN6 prolif,TIM10 inh
Cc1ccc(C)c(S(=O)(=O)Nc2nc3ccc(S(N)(=O)=O)cc3s2)c1,-3,0,16,0.84,6,-7,1,-2,5
COc1ccc(CCC(=O)N2CCc3ccccc32)cc1,28,-12,-12,1.1,34,-3,-4,-2,2
COc1ccc([N+](=O)[O-])cc1N(CC(=O)N1CCCC1)S(C)(=O)=O,8,3,6,0.94,12,-4,0,2,4
O=C(CN1C(=O)C(=O)N(C2CCCC2)C1=O)Nc1ccc(N2CCOCC2)cc1,20,-44,-7,1.1,-15,-5,-7,0,-10
COc1ccc(S(=O)(=O)Nc2ccc(S(=O)(=O)Nc3ccc(F)cc3)cc2)cc1C,16,-9,3,0.97,10,1,2,-2,-16
CCN(CC)c1ncnc2sc3c(c12)CCC3,33,-6,18,0.81,61*,-4,-1,-1,0
Nc1cccn2c(-c3ccc(Cl)c(Cl)c3)cnc12,33,2,13,0.87,27,-5,-5,-5,23
O=C(Oc1coc(CSc2nnc(NC(=O)C3CC3)s2)cc1=O)c1c(F)cccc1F,18,-5,-26,1.3,9,8,18,-2,1
CC(C)(C)C(=O)/C(=C/c1ccncc1)n1cncn1,40,5,10,0.9,21,-6,0,-6,32
COc1ccc(/C=C/C(=O)N2c3ccccc3Sc3ccc(C(F)(F)F)cc32)cc1,14,10,12,0.88,8,2,1,-2,-14
COC(=O)c1ccc2nc(C3CCCCC3)c3c(c2c1)CCC3,5,-2,0,1,0,1,4,-7,7
CC(NC(=O)CSc1nc2c(c(C(F)(F)F)n1)CCc1ccccc1-2)c1ccccc1 (stereo not drawn),22,3,5,0.95,19,-1,1,-5,6
O=C(Cc1cccs1)Nc1ccc(S(=O)(=O)Nc2ncccn2)cc1,-7,9,9,0.91,-3,14,36,5,3
COc1ccc(Cl)cc1C(=O)N/N=C/c1ccc(N2CCOCC2)cc1,11,-10,-6,1.1,11,-9,-1,-2,9
O=C(Cc1ccc(-n2c(=O)[nH]c3ccsc3c2=O)cc1)N1CCN(c2ccc(Cl)cc2)CC1,13,-5,-4,1,0,-7,-2,0,-4
O=C(Nc1nccs1)C(NS(=O)(=O)c1ccc(Br)s1)c1ccccc1 (stereo not drawn),9,2,11,0.89,19,-7,-1,5,12
COc1cc2cc(CN(Cc3cccnc3)C(=O)Nc3ccccc3F)c(=O)[nH]c2cc1OC,1,-11,1,0.99,13,-1,1,0,10

# NLRP3 yeast inh: entries above that show a hit.
Molecule | hIAP block | mIAP block | mIAP act | NLRP3 yeast inh | A3G deaminase | A3A deaminase
CCN(CC)c1ncnc2sc3c(c12)CCC3 | -6 | 18 | 0.81 | 61* | -4 | -1

# Returning to the listing; the four compounds before the break are reprinted first.
SMILES,tim10-1 inh,hIAP block,mIAP block,mIAP act,NLRP3 yeast inh,A3G deaminase,A3A deaminase,MIN6 prolif,TIM10 inh
COc1ccc(Cl)cc1C(=O)N/N=C/c1ccc(N2CCOCC2)cc1,11,-10,-6,1.1,11,-9,-1,-2,9
O=C(Cc1ccc(-n2c(=O)[nH]c3ccsc3c2=O)cc1)N1CCN(c2ccc(Cl)cc2)CC1,13,-5,-4,1,0,-7,-2,0,-4
O=C(Nc1nccs1)C(NS(=O)(=O)c1ccc(Br)s1)c1ccccc1 (stereo not drawn),9,2,11,0.89,19,-7,-1,5,12
COc1cc2cc(CN(Cc3cccnc3)C(=O)Nc3ccccc3F)c(=O)[nH]c2cc1OC,1,-11,1,0.99,13,-1,1,0,10
COc1ccc(C(CC(=O)O)NC(=O)C(c2ccccc2)c2ccccc2)cc1 (stereo not drawn),-5,3,12,0.88,13,-6,-2,0,6
Cc1cc(NS(=O)(=O)c2ccc(NC(=S)NC(=O)c3ccc(C(C)(C)C)cc3)cc2)no1,13,4,7,0.93,14,-6,-5,-2,9
Cc1cc(NC(=O)CSc2n[nH]c(-c3ccc(Cl)cc3Cl)n2)no1,-18,-6,2,0.98,10,-2,1,0,-5
CCOC(=O)c1cnc2ccc(Br)cc2c1NCCCN1CCOCC1,13,2,6,0.94,24,0,-4,0,7
C=CCn1c(Cc2cccs2)nnc1SCC(=O)Nc1ccc(OC)cc1,12,6,-18,1.2,10,-7,-4,-3,-2
CCOCC(=O)Nc1ccc(OCc2ccccc2)cc1,8,1,2,0.98,14,-8,0,-3,8
COc1ccc(S(=O)(=O)N2CCC(CN3C(=O)c4cccc5cccc(c45)C3=O)CC2)cc1,13,17,20,0.8,-5,-8,-2,0,23
CCOc1ccc(S(=O)(=O)N(C)c2ccc(OCC(=O)NCCc3ccc(OC)cc3)cc2)cc1,12,-10,-16,1.2,3,-4,1,-3,13
Cc1ccc(-c2csc(/C(C#N)=C/Nc3ccccc3SC(F)(F)F)n2)cc1,5,-4,-4,1,-2,1,4,-2,-26
CCCn1c(SCC(=O)NC2CCCC2)nnc1-c1cccnc1,-9,-14,7,0.93,11,-2,0,3,5
Cc1ccc(N2CC(C(=O)NCCCn3ccnc3)CC2=O)cc1 (stereo not drawn),4,-16,4,0.96,3,-7,-4,-2,-13
CC(C(=O)NCCc1ccc(S(N)(=O)=O)cc1)N1C(=O)CC(C)(C)Sc2ccccc21 (stereo not drawn),10,-6,-3,1,-2,-1,-6,-2,-17
CCn1c(SCC(=O)NC2CC2)nnc1-c1ccccn1,-5,14,-4,1,13,-7,-2,-2,0
CO/N=C/c1c(-c2ccccc2)nn(C)c1Cl,8,-16,-1,1,32,2,1,-4,-16
Cc1ccccc1OCCC(=O)NCCc1ccc(S(N)(=O)=O)cc1,2,5,-5,1,12,-4,0,0,-13
O=C(NNC(=S)Nc1ccc(Cl)cc1)c1ccccc1OC(F)F,42*,-89,7,0.93,14,3,2,-2,32
O=C(Nc1cccc(-n2cnnn2)c1)c1ccc(OC(F)(F)F)cc1,10,6,-1,1,19,-7,-3,1,11
COc1ccc(N2C(=O)CCC(C(=O)N3CCCCC3)C2c2ccc(F)cc2)cc1 (stereo not drawn),8,-19,-1,1,27,-6,-3,1,3
CCOc1ccccc1N1CCN(CC(=O)Nc2cc(C)on2)CC1,-3,5,15,0.85,16,-2,0,1,-6
C=CCn1c(=N)n(CC(=O)OC)c2ccccc21,1,5,-1,1,25,1,1,2,-1
CCc1cccc(CC)c1NC(=S)N1CCn2cccc2C1c1ccncc1 (stereo not drawn),14,5,-5,1,-11,-1,3,-3,-1
COc1ccccc1CNC(=O)Cn1nnc(-c2ccncc2)n1,-3,-2,5,0.95,-5,-2,0,1,11
CN1CCN(C(=O)Nc2ccccc2)CC1,5,3,3,0.97,0,-15,0,-1,7
O=S1(=O)c2ccccc2N=NN1Cc1ccc(Cl)cc1,25,2,4,0.95,13,-4,0,-3,-7
CCCn1cc(S(=O)(=O)c2ccc(C)cc2)c(=O)c2cc(OCC)ccc21,10,-7,8,0.92,2,-1,0,1,15
CC(=O)NCCNc1nc2c(-c3cccc(C(F)(F)F)c3)nnn2c2ccccc12,-4,-4,-10,1.1,1,-6,-4,0,1
CCc1cc(=O)oc2cc(C)cc(OC(C)C(=O)NCc3cccnc3)c12 (stereo not drawn),-7,-2,1,0.99,6,-4,-2,3,1
OCCc1ccccc1,-4,6,1,0.99,19,-4,2,6,8
CC(C)c1nnc(NC(=O)CCC(=O)N2CCN(Cc3ccc(F)cc3)CC2)s1,3,3,-1,1,-1,-2,-3,6,10
